# Source: PubChem
# TRPC4 potent – positive allosteric modulators of TRPC4, primary screen, cell-based, mouse TRPC4beta, HEK293 mu-opioid, Fluo-4 calcium; hit rate 0.42% among 310,000; DAMGO EC20, Fluo-4 Ca2+ flux; stronger effect = higher value; AID 2227, 2009; Short transient receptor potential channel 4 (Mus musculus), Q9QUQ5; B-score at 10 µM;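 active = B-score of calcium response area above 5 SD of library B-scores, with initial fluorescence ratio within 5 SD of library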;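 also: B-score of integrated fluorescence ratio over time as area under calcium response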
# Target sequence (Q9QUQ5 whole entry, looked up): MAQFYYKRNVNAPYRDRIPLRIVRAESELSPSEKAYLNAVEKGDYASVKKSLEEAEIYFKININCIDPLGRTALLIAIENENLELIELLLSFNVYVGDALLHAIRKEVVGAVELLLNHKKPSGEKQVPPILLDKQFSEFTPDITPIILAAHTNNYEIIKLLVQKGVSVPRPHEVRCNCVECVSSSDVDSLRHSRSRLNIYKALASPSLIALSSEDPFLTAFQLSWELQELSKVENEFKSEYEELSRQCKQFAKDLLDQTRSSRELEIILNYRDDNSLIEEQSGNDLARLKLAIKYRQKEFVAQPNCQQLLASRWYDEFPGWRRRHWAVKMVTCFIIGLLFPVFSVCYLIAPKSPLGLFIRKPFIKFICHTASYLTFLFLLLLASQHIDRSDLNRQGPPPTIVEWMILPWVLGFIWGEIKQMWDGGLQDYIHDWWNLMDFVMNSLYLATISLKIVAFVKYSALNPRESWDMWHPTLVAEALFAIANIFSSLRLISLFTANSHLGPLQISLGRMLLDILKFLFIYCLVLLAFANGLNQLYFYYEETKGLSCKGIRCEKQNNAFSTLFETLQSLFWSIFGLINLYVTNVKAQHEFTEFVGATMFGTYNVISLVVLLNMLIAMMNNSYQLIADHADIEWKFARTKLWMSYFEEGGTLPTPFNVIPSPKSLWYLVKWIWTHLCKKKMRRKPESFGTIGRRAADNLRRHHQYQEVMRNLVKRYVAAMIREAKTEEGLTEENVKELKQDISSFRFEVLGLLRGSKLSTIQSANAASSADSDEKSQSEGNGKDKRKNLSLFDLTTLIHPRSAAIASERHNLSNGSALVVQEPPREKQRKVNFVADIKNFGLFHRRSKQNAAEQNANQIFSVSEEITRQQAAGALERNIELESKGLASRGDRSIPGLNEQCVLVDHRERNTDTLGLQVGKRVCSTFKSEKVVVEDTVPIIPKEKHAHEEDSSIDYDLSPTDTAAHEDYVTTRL
# TRPC4 agonist – activators of mouse TRPC4 channel, primary screen, Fluo4 calcium, HEK293 TRPC4beta/mu-opioid cells. Fluo4 calcium fluorescence; stronger effect = higher value. B-score at 10 µM. hit rate 0.49% among 310,000. AID 2237, 2010;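 active = B-score above 5 SD of library B-scores, and initial fluorescence ratio not above library mean plus 5 SD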;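 also: positive B-score marks a calcium rise read as TRPC4 activation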
#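 Material: HEK293 stable line with TRPC4beta plus mu-opioid receptor; technique: Fluo4 calcium-sensitive dye fluorescence, kinetic, 1 Hz baseline; timing: Fluo4 dye loading 45 min at room temperature, 110 s recording; controls: assay buffer as low control, maximal DAMGO as high control; read-out: integrated baseline-normalised fluorescence ratio, converted to per-well B score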
# KCNK3 block – human KCNK3 channel inhibitors, primary screen, CHO cells, FluxOR thallium flux, B-score; FluxOR fluorescence; stronger effect = lower value; B-score at 10 µM; hit rate 0.84% among 340,000; Potassium channel subfamily K member 3 (Homo sapiens), O14649; AID 602410, 2012;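 active = B-score under library mean minus 4 SD, starting fluorescence ratio at most library mean plus 5 SD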;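 also: more negative B-score means stronger inhibition of thallium flux through KCNK3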
# KCNK9 block – KCNK9 potassium channel inhibitors, primary screen, HEK293 cells, thallium flux. FluxOR thallium flux fluorescence; stronger effect = lower value. hit rate 1.2% among 310,000. B-score at 10 µM;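 active = ratio B-score over 3 SD below the library mean, with starting fluorescence within 5 SD of its mean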;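 also: negative B-score means less thallium flux so channel inhibition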
# Dyrk1A ADPGlo – rat Dyrk1A kinase inhibitors, primary screen, biochemical, single point, plate reader | Dual specificity tyrosine-phosphorylation-regulated kinase 1A (Rattus norvegicus), Q63470 | ADP-Glo luminescence, NFATc1 peptide | inhibition, % at 12.5 µM | hit rate 0.43% among 310,000; in the data active = inhibition above about 50%;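 also: plate controls were vehicle with enzyme for no effect and no enzyme for full effect; many of its hits are not listed in these tables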
# Platelet DG rel – inhibitors of platelet dense granule secretion, primary screen, cell-based, MLPCN, human platelets; hit rate 0.22% among 300,000; inhibition, %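 (compounds screened at 7.5 µM in platelet-rich plasma)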; human platelet-rich plasma, SFLLRN dense granule ATP release, luminescence; AID 1663, 2009;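 active = mean replicate score, as percent of positive control, at or above 50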
# TRPC4 inh – inhibitors of mouse TRPC4 channel, primary screen, Fluo4 calcium, HEK293 TRPC4beta/mu-opioid cells | DAMGO-evoked Fluo4 calcium flux; stronger effect = lower value | B-score at 10 µM | hit rate 0.39% among 300,000 | AID 2247, 2010;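 active = B-score over 3 SD under the library average, no early fluorescence shift, positive overall ratio signal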
#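 Assay system: Stable TRPC4beta/mu-opioid receptor HEK293 cells | Reagent: DAMGO in two steps, submaximal then maximal | Compound dosing: Single concentration per test compound | Signal: Fluo4 Ca2+ flux fluorescence | Evaluation: Per-well B score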
# PolyA inhibitor – polyadenylation inhibitors in yeast reporter cells, primary screen, luminescence, S. cerevisiae; S. cerevisiae SKY197-pL101 polyadenylation reporter, beta-gal luminescence; efflux-impaired pdr1/pdr3 knockout yeast; score 100 = 6 SD above DMSO; calls only at 12 µM; hit rate 0.02% among 300,000; AID 1875, 2009;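 active = lowest replicate activity score at least 50, where 100 means six control SD above control mean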;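 also: yeast exposed to compound for 9 h at 30 °C; higher score means more reporter readthrough which indicates perturbed polyadenylation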
# KCNQ1 act – potentiators or activators of KCNQ1 channel, primary screen, cell-based, thallium flux, high-throughput; CHO-K1 KCNQ1, thallium flux FluxOR fluorescence; stronger effect = higher value; AID 2648, 2010; B-score at 10 µM; Potassium voltage-gated channel subfamily KQT member 1 (Homo sapiens), P51787; hit rate 0.35% among 310,000;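 active = fluorescence ratio B-score, a plate-corrected score, at least three library SD, with initial intensity B-score within 5 SD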
#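 assay system = CHO-K1 cells stably expressing KCNQ1 | medium = assay buffer, equal DMSO in all wells | timing = 37 °C overnight plating, 90-min dark dye load, 20-min compound pretreatment | measured by = kinetic FluxOR thallium fluorescence, 10-s 1-Hz baseline, 110-s post-stimulus read | measure = fluorescence change relative to baseline, converted to B score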
# hERG protect – hERG rescue from dofetilide block, primary screen, cell-based, CHO-hERG, FluxOR thallium flux, dofetilide IC70 | AID 1511, 2009 | hit rate 0.51% among 310,000 | dofetilide IC70 present | activation (rescue from dofetilide block), less the hit threshold, % at 10 µM;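 active = activation above the mean of controls blocked by dofetilide plus 5 SD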;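 also: thallium influx through hERG after potassium depolarization seen as dye fluorescence rise; in these data hits start at about 4.7%; inactives centre near -7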
# KCNQ1 block – inhibitors of human KCNQ1 channel, primary screen, cell-based, thallium flux, high-throughput | Potassium voltage-gated channel subfamily KQT member 1 (Homo sapiens), P51787 | CHO-K1 KCNQ1, FluxOR thallium flux fluorescence; stronger effect = higher value | B-score at 10 µM | hit rate 1.3% among 310,000 | AID 2642, 2010;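 active = compounds whose thallium flux B-score, printed positive for inhibition, exceeds three library SD while starting fluorescence stays within three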;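 also: channel opened by potassium depolarization with thallium stimulus after 20 min compound exposure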
# * marks the source's active call; other numbers are inactive results; i = inactive; · = no result given. The list is partial, so the mix of outcomes need not match the whole.
no.	mol	KCNK3 block	KCNQ1 block	PolyA inhibitor	hERG protect	Platelet DG rel	KCNK9 block	KCNQ1 act	TRPC4 inh	Dyrk1A ADPGlo	TRPC4 potent	TRPC4 agonist
1	COc1ccc(-c2nc(CS(=O)(=O)CC(=O)NCCCN3CCOCC3)c(C)o2)cc1	i	i	i	-4.3	-2.8	i	i	i	-4.1	i	i
2	COc1cc2[nH]c(=O)n(CCCCCC(=O)NCCCN3CCC(C)CC3)c(=O)c2cc1OC	i	i	i	-18.2	1.3	i	i	i	8.1	i	i
3	O=C(Nc1cccc(NC(=S)NC(=O)c2cccs2)c1)c1ccccc1	i	i	i	-6.7	-10.1	i	i	i	0.7	i	i
4	COc1ccc(NC(=O)NN2CCN(C)CC2)cc1	i	i	i	-8.2	-2.9	i	i	i	-6.0	i	i
5	CCCC(=O)N1CCN(c2ccc(NC(=O)c3ccc4c(c3)OCCO4)cc2)CC1	i	i	i	-7.4	4.3	i	i	i	-4.8	i	i
6	O=S(=O)(NCCSc1ccccn1)c1ccc(Br)cc1	i	i	i	-3.4	2.6	i	i	i	0.6	i	i
7	Cc1ccc(S(=O)(=O)CCc2nnc(NC(=O)c3cccs3)s2)cc1	i	i	i	-5.5	-4.1	i	i	i	-1.6	i	i
8	COC(=O)c1ccc(/C=C2/SC(=S)N(CCC(=O)NCCCN3CCOCC3)C2=O)cc1	i	i	i	-7.3	1.8	i	i	i	-3.4	i	i
9	Cc1cc(NC(=O)CSCC(=O)Nc2nc3c(C)cccc3s2)no1	i	i	i	-5.7	4.3	i	i	i	-1.0	i	i
10	COCC(=O)Nc1cc(=O)n(C)c(=O)n1C	i	i	i	0.3	-1.6	i	i	i	0.1	i	i
11	CCN(CC(=O)Nc1c(F)cccc1F)C(=O)/C=C/c1ccc(C)o1	i	i	i	-13.9	-9.3	i	i	i	8.0	i	i
12	COc1cccc(NC(=O)N2CCCC2)c1	i	i	i	-0.6	7.1	i	i	i	-1.4	i	i
13	Cc1ccc(C(=O)NCc2ccco2)cc1S(=O)(=O)N1CCCCC1	i	i	i	1.6	0.2	i	i	i	-2.6	i	i
14	CNS(=O)(=O)c1c(C)cc(C)c(N(C)S(=O)(=O)c2ccccc2)c1C	i	i	i	-4.7	-6.5	i	i	i	5.5	i	i
15	O=C(NCCc1ccco1)C(=O)NCCC1CCCCN1S(=O)(=O)c1ccccc1 (centres undefined)	i	i	i	-19.2	2.4	i	i	i	0.9	i	i
16	CCOC(=O)c1c(NC(=O)CSc2nnc(C)o2)sc(C)c1C	i	i	i	-6.5	0.9	i	i	i	-4.7	i	i
17	CCOCC(=O)Nc1cccc(OC)c1	i	i	·	1.2	·	i	i	i	5.7	i	i
18	CCO[C@H]1OC(C(=O)N2CCN(C)CC2)=C[C@@H](c2csc3ccccc23)[C@@H]1CCCO	i	i	i	-9.0	-7.5	i	i	i	1.1	i	i
19	Cc1ccc(S(=O)(=O)NN=C2CCN(Cc3ccccc3)CC2)cc1	i	i	i	-7.7	-0.9	i	i	i	-9.6	i	i
20	CCOC(=O)CN1C(=O)S/C(=C\c2ccc(-c3ccc(C(=O)O)c(Cl)c3)o2)C1=O	i	i	i	-6.8	-0.7	i	i	i	5.2	i	i
21	N#Cc1ccccc1NC(=O)C1SC(=Nc2ccccc2)C(C(=O)Nc2ccc(Cl)cc2)=C1N (centres undefined)	i	10*	i	-20.9	10.6	i	i	i	·	i	i
22	CCN(CC)c1ccc2oc(=O)c(C)nc2c1	i	i	i	-25.4	1.7	i	i	i	·	i	i
23	COc1ccc(CNC(=O)C2(CC(=O)NC(C)(C)C)CCCC2)cc1	i	i	i	-7.4	3.9	i	i	i	0.7	i	i
24	CNS(=O)(=O)c1ccc(NC(=O)c2ccc(Cl)cc2Cl)cc1	i	i	i	-9.9	-15.3	i	i	i	-1.9	i	i
25	CC(=O)c1ccc(OCCCC(=O)Nc2cccc(S(=O)(=O)N(C)C)c2)cc1	i	i	i	-0.6	3.8	i	i	i	4.6	i	i
26	Cc1ccc(S(=O)(=O)N2CCCN(c3nc4cc(C)ccc4cc3C#N)CC2)cc1	i	i	i	2.4	-7.2	i	i	i	-2.2	i	i
27	O=[N+]([O-])c1cccc(C2CC(c3ccccc3)=NN2c2ccccc2)c1 (centres undefined)	i	i	i	-5.0	2.9	-10.1*	i	i	5.4	i	i
28	c1ccc(-n2cnc3cc(NCc4cccs4)ccc32)cc1	i	i	i	-13.0	-1.9	i	i	i	-3.4	i	i
29	COc1ccccc1/C=N/Nc1cc(N(C)C)nc(N(C)C)n1	i	6*	i	-7.2	14.5	i	i	i	1.1	i	i
30	NC(=O)CNC1CC(=O)N(CCc2ccccc2)C1=O (centres undefined)	i	i	i	-5.5	7.9	i	i	·	-1.0	i	i
31	O=C(NC1CCCc2ccccc21)c1ccc(Br)cc1 (centres undefined)	i	i	i	-12.3	-5.5	i	i	i	3.8	i	i
32	CCOC(=O)N1CCN(C(=O)CC(=O)Nc2ccc3nc4n(c(=O)c3c2)CCCCC4)CC1	i	i	i	-10.7	22.4	i	i	i	4.4	i	i
33	CCOC(=O)C1=C(C)Nc2ccccc2N=C1NC(=O)C(CC)c1ccccc1 (centres undefined)	i	i	·	-10.2	-0.7	i	i	i	-2.5	i	i
34	COc1cccc(-c2cc(C(=O)Nc3c(C)n(C)n(-c4ccccc4)c3=O)no2)c1	i	i	i	-9.6	-3.5	i	i	i	2.7	i	i
35	Cn1c(SCC(=O)Nc2ccc3c(c2)OCCO3)nnc1-c1cccnc1	i	i	i	-13.5	-0.4	i	i	i	4.0	i	i
36	CCCCN(C(=O)CCC(=O)Nc1cc(C)on1)C(C(=O)NC1CCCC1)c1ccc(F)cc1 (centres undefined)	i	i	i	-5.7	1.5	i	i	i	-5.2	i	i
37	CCOc1ccc(CNC(=S)NCc2ccc(OCC)cc2)cc1	i	i	i	-6.2	-4.6	i	i	i	2.2	i	i
38	CC1=C(C(=O)Nc2ccccc2)C(c2cccs2)n2nnnc2N1 (centres undefined)	i	i	i	-9.2	-13.9	i	i	i	-5.7	i	i
39	N#C/C(=N\Nc1ccc(Cl)cc1)C(=O)c1ccsc1	i	i	i	-7.0	-6.8	i	i	i	·	i	i
40	COc1ccc(OCC(=O)NNC(=S)NC(=O)C2CCCCC2)cc1	i	i	i	-6.2	0.3	i	i	i	-7.7	i	i
41	O=C(CCN1C(=O)c2ccccc2C1=O)OCn1nnc2ccccc2c1=O	i	i	i	-10.5	-3.8	i	i	i	-1.0	i	i
42	Cc1ccoc1C(=O)Nc1cccc2ccccc12	i	i	i	-8.6	-2.6	i	i	i	1.1	i	i
43	O=C(CCC(=O)N(CC(=O)NC1CCCC1)Cc1ccccc1)Nc1nccs1	i	i	i	-5.6	-18.2	i	i	i	-8.6	i	i
44	CC(C)(C)OC(=O)N1CCC(c2c(C(=O)O)cnn2-c2ccccc2Cl)CC1	i	i	i	-8.9	-11.9	i	i	i	-1.9	i	i
45	CCc1cc(C(=O)c2ccc(OC)cc2)c(N)s1	i	i	i	-9.0	18.6	i	i	i	-3.4	i	i
46	Cn1cc2ccc([N+](=O)[O-])cc2n1	i	i	i	-10.2	-9.9	i	i	i	2.2	i	i
47	Cc1ccc(N/C(SCc2ccccc2C)=C(/C#N)C(=O)NCc2ccco2)cc1C	i	i	i	-12.8	9.7	i	i	i	1.6	i	i
48	O=C(CN(C(=O)C1CSC(=O)C1)c1ccc(F)cc1)NCc1ccc2c(c1)OCO2 (centres undefined)	i	i	·	-4.1	-1.2	i	i	i	-1.8	i	i
49	NS(=O)(=O)c1ccc(CNC(=O)Cc2ccccc2F)cc1	i	i	i	-18.2	13.8	i	i	i	-5.1	i	i
50	O=C1CC(c2ccc(Cl)cc2)CC(=O)C1CS(=O)(=O)c1ccccc1 (centres undefined)	i	i	i	-8.5	15.9	i	i	i	0.6	i	i
51	O=C(Oc1ccccc1C(=O)Oc1ccccc1)c1cccnc1	i	i	i	-9.6	3.2	i	i	i	10.2	i	i
52	CCc1nc(NC(=O)c2sc(C)nc2C)sc1C(=O)OC	i	i	i	-3.7	0.7	i	i	i	6.8	i	i
53	COc1ccc(C2NC(c3ccc(OC)cc3)C(c3ccccc3)C(=O)C2c2ccccc2)cc1 (centres undefined)	i	i	i	-10.9	-2.0	i	i	i	-4.3	i	i
54	O=c1c(C(c2ccccc2)c2c(O)sc3ccccc3c2=O)c(O)sc2ccccc12	i	i	i	-9.3	-4.8	-8.17*	i	i	-6.0	i	i
55	Cc1ccc(N(CC(=O)Nc2c(C)n(C)n(-c3ccccc3)c2=O)S(C)(=O)=O)cc1C	i	i	i	-7.5	14.1	i	i	i	-6.6	i	i
56	CSc1nnc(-c2ccccc2SC)o1	i	i	i	-2.6	-3.3	i	i	i	-2.6	i	i
57	CC1CN(C(=S)Nc2ccccc2F)CC(C)O1 (centres undefined)	i	i	i	-0.1	2.5	i	i	i	-2.7	i	i
58	CC(C#N)Sc1nnc(-c2ccccc2F)n1C1CC1 (centres undefined)	i	i	i	-2.3	5.2	i	i	i	1.6	i	i
59	CCOC(=O)c1ccc(NC(=O)CCc2nnc3ccc(N4CCCC4)nn23)cc1	i	i	i	-7.8	-11.6	i	i	i	·	i	i
60	Cc1ccc[n+](C(C)C(=O)Nc2ccc(C)c([N+](=O)[O-])c2)c1 (centres undefined)	i	i	i	-2.4	0.0	i	i	i	3.6	i	i
